Screening results as filed in PubChem.
LMPTP inh = LMPTP (human) inhibition; P24666; 360,000 tested, 0.22% active; inhibition, % at 20 µM; recombinant LMPTP-A, OMFP fluorogenic substrate, fluorescence intensity;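 active = compounds that cut the enzyme signal by at least half of the control window in the single-dose screen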;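 also: plate controls were DMSO wells with enzyme plus substrate for no effect and substrate without enzyme for full effect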
Target sequence (P24666 whole entry, looked up): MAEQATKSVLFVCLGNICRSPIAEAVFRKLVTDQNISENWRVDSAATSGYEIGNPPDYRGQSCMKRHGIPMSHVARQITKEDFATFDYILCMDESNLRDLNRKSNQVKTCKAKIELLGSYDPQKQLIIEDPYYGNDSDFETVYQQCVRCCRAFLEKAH
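Assay system: LMPTP-A, protein tyrosine phosphatase of low molecular weight / Medium: pH 6.0 Bis-Tris buffer with DTT and Triton X-100 / Schedule: 50 min enzyme reaction at room temperature, protected from light / Measured by: endpoint fluorescence intensity from OMFP dephosphorylation / Read-out basis: % inhibition relative to no-enzyme and uninhibited control wells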
eLon inh = inhibits E. coli Lon protease; P0A9M0; purified E. coli Lon protease, fluorescence polarization; inhibition, % at 7.94 µM; 360,000 tested, 0.42% active; AID 602123; in the data active = inhibition above about 13%, passing the limit was not always enough;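 also: 0% = enzyme with probe and DMSO and 100% = no enzyme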
Tb MetRS inh = blocks T. brucei methionyl-tRNA synthetase activity | AID 624268 | purified T. brucei MetRS, ATP depletion, Kinase-Glo luminescence | inhibition, % at 11.9 µM | 360,000 tested, 0.4% active;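 active = inhibition above a per-plate cutoff of the control wells' mean inhibition plus 3 SD, cut at about 5.5% in these data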;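 also: 0% = DMSO wells median and 100% = median of wells with control inhibitor compound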
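Measured by: Kinase-Glo luciferase luminescence reporting remaining unconsumed ATP. Material: purified T. brucei MetRS enzyme. Doses: 11.9 µM compound single dose, 0.9% DMSO. Medium: HEPES buffer containing pyrophosphatase, BSA, spermine, DTT. Times: 15 min preincubation, 2 h reaction, all 25 °C. Reagent: methionine, ATP and bulk E. coli tRNA.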
STEP block = STEP (human) phosphatase inhibition; P54829; recombinant STEP, OMFP fluorogenic substrate, fluorescence; inhibition, % at 20 µM; 360,000 tested, 0.25% active; AID 588621;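 active = inhibition at 20 µM, scaled per plate between control wells, above about 37%, limit read from the data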;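 also: 0% = DMSO with enzyme and substrate and 100% = substrate only without enzyme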
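Also added – OMFP at 25 µM · Test system – STEP tyrosine phosphatase · Technique – FITC-channel fluorescence of OMFP product · Schedule – 20 min at room temperature, dark · Evaluation – control-normalized % inhibition with plate pattern correction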
MsrA act = activates bovine MsrA enzyme | purified bovine MsrA, absorbance read-out | activation, % at 10.6 µM | 360,000 tested, 0.3% active | AID 602163; in the data active = activation above about 7.5%;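 also: 0% = vehicle and 100% = reference activator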
SUMO1-SIM PPI = SUMO1-SIM interaction modulation. inhibition, % at 20 µM. SUMO1 binding to a labelled peptide, TR-FRET, 1 h. P63165. 360,000 tested, 0.33% active; in the data active = inhibition above about 37%
Scp-1 inhibitor = Scp-1 (human) phosphatase inhibition; Q9GZU7; Recombinant Scp1, phosphopeptide, malachite green phosphate absorbance; inhibition, % at 20 µM; 340,000 tested, 0.88% active; AID 493091;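 active = inhibition above about 50% at 20 µM, limit read from the data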;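 also: plate controls were DMSO wells with enzyme for no effect and wells lacking enzyme for full effect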
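Test system: SCP-1 phosphatase catalytic domain, residues 76-261 | Compound dosing: One concentration, 20 µM, with 1.0% DMSO | Schedule: 45 min room-temperature reaction, 5 min colour, 30 min stabiliser | Detection: Absorbance at 630 nm | Read-out basis: % inhibition of SCP-1 phosphate liberation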
CendR NRP1 mod = alters CendR peptide binding to human NRP-1; FAM-RPARPAR peptide binding to NRP-1, fluorescence polarization; inhibition, % at 25 µM; 360,000 tested, 0.85% active;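 active = inhibition or corrected inhibition above about 18%, plus a signal ratio from 0.5 to 1.5, limit read from the data, passing the limit was not always enough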; also: strong numbers were not always called active
Target sequence (O14786 whole entry, looked up): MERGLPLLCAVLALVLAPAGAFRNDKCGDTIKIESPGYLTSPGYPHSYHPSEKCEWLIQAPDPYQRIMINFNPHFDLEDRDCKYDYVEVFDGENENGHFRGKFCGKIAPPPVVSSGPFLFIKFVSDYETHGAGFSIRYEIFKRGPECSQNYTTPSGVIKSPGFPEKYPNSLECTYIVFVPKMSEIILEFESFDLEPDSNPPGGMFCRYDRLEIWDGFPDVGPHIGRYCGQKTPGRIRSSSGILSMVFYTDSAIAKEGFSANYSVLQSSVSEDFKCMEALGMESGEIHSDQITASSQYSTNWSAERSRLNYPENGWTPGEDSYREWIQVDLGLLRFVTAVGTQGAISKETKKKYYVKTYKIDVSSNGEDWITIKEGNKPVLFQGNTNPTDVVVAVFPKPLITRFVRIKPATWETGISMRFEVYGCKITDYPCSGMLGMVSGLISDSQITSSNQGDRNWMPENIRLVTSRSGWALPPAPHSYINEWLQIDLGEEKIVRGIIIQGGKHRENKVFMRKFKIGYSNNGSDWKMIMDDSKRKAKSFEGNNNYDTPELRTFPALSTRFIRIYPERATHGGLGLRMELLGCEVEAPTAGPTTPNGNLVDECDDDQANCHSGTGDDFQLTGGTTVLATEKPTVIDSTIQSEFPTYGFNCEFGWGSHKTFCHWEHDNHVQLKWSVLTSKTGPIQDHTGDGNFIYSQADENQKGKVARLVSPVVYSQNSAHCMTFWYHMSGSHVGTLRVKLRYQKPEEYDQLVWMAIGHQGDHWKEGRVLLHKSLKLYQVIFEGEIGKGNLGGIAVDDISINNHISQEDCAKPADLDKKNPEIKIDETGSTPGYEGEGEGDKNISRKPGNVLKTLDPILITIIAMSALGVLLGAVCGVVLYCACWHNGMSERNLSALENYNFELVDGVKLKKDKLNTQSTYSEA
MsrA inh = inhibits bovine methionine sulfoxide reductase A; purified bovine MsrA, absorbance read-out; inhibition, % at 15.5 µM; 360,000 tested, 0.75% active; AID 651718; in the data active = inhibition above about 4.5%;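 also: 0% = vehicle wells with enzyme and 100% = reference inhibitor wells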
DNMT1 inh = DNMT1 (human) enzyme inhibition. P26358. DNMT1 molecular beacon, Hinp1I cleavage, fluorescence. inhibition (reported as % activation of signal), % at 10 µM. 360,000 tested, 0.83% active. AID 588458; in the data active = inhibition above about 50%
The depositor's hits bear a star; nt = not tested or not shown.

SMILES | LMPTP inh | eLon inh | Tb MetRS inh | STEP block | MsrA act | SUMO1-SIM PPI | Scp-1 inhibitor | CendR NRP1 mod | MsrA inh | DNMT1 inh
COc1ccc(C(=O)CSc2nc(-c3ccccn3)nc(C)c2Cl)cc1 | 0.3 | 2 | -0.5 | 4 | -6 | 0 | 18 | -12 | 0.2 | 3
CCN(CC(=O)NCc1ccc(F)cc1)C(=O)/C=C/c1ccco1 | 0.5 | 0 | -0.2 | 2 | -2 | -4 | 7 | -7 | -0.7 | -3
CCNc1nc(NC(C)C)nc(Oc2ccc(OCc3ccccc3)nn2)n1 | 0.1 | -3 | -0.9 | 0 | 0 | -2 | 2 | -8 | -0.6 | 3
Cc1ccccc1N1C(=O)C(Oc2ccc(Cl)cc2)C1CNCC1CCCO1 (stereo not drawn) | -0.9 | 6 | -1.2 | 3 | -7 | 2 | -2 | -18 | -1.0 | 0
CCc1cccc2c(C(=S)N3CCOCC3)c[nH]c12 | -1.5 | -4 | -1.3 | 0 | -10 | 3 | -8 | 7 | 1.2 | 0
CCN(C[C@H]1N[C@@](CC)(C(=O)OC)[C@H]2C(=O)N(Cc3ccccc3)C(=O)[C@@H]12)C(=O)Nc1ccc(Cl)cc1 | 0.3 | -1 | 0.2 | 2 | -2 | 2 | -4 | -10 | 0.3 | -2
CCCCC[C@@H]1C=C(C(=O)O)[C@H](c2ccc3c(c2)OCO3)N1S(=O)(=O)c1ccc(C)cc1 | -0.9 | -4 | -0.3 | 0 | -3 | 6 | -4 | -6 | -0.1 | 4
Cc1ccc(NS(=O)(=O)c2ccc(NC(=O)CN(c3cc([N+](=O)[O-])ccc3C)S(C)(=O)=O)cc2)c(C)c1 | 3.9 | 10 | -0.4 | -7 | -5 | 4 | -40 | 8 | 1.5 | -29
CCCCCn1nnnc1C1c2ccccc2C(=O)N1Cc1ccco1 (stereo not drawn) | -0.2 | 7 | -0.3 | nt | -3 | -1 | nt | 11 | -0.5 | nt
CCOC(=O)c1nn(-c2ccc(F)cc2)c(=O)cc1OCC(=O)Nc1ccc(F)c(F)c1 | 1.5 | -8 | -0.1 | 0 | -1 | -68 | -3 | -11 | -0.1 | 28
COc1cc(/C=N/NC(=O)Cc2csc(C)n2)ccc1OCC(C)C | 0.2 | -4 | -0.7 | -4 | 0 | -4 | 2 | 7 | 0.1 | 2
O=C(C(=O)N1CCN(CCN2CCOCC2)CC1)c1ccccc1 | -2.9 | nt | -1.4 | nt | nt | -3 | nt | -6 | 1.1 | nt

Single records, from the list above.
`COc1cc(/C=N/NC(=O)Cc2csc(C)n2)ccc1OCC(C)C` reads LMPTP inh: 0.2; eLon inh: -4; Tb MetRS inh: -0.7; STEP block: -4; MsrA act: 0; SUMO1-SIM PPI: -4; Scp-1 inhibitor: 2; CendR NRP1 mod: 7; MsrA inh: 0.1; DNMT1 inh: 2
`CCc1cccc2c(C(=S)N3CCOCC3)c[nH]c12` reads LMPTP inh: -1.5; eLon inh: -4; Tb MetRS inh: -1.3; STEP block: 0; MsrA act: -10; SUMO1-SIM PPI: 3; Scp-1 inhibitor: -8; CendR NRP1 mod: 7; MsrA inh: 1.2; DNMT1 inh: 0

(cont.)
SMILES | LMPTP inh | eLon inh | Tb MetRS inh | STEP block | MsrA act | SUMO1-SIM PPI | Scp-1 inhibitor | CendR NRP1 mod | MsrA inh | DNMT1 inh
CC(=O)Nc1ccc(S(=O)(=O)N(Cc2ccco2)CC2CCCO2)cc1 (stereo not drawn) | -3.3 | -13 | -0.4 | 0 | -5 | 1 | 0 | 1 | 1.7 | -4
CC(=O)Nc1ccc(S(=O)(=O)Nc2nc3c(s2)CCCC3)cc1 | -1.5 | -4 | 0.2 | 3 | 0 | 7 | -4 | -5 | 0.8 | -1
CCC1=C2CC[C@H]3C(=O)N(c4ccccc4)C(=O)[C@H]3[C@H]2[C@@]2(C)C(=NCC3CC3)OC(=O)N2C1=O | -1.0 | 1 | -0.3 | 3 | 0 | 1 | -3 | 16 | 0.0 | 30
CCOc1ccc(/C=N/NC(=O)CC(=O)Nc2ccc(Cl)c(Cl)c2)cc1 | -1.9 | -7 | 0.6 | 3 | 2 | 3 | -5 | -8 | 1.5 | 14
CCc1ccc(CNC(=O)CCn2nc(C)c3c(C)n(-c4ccccc4)nc3c2=O)cc1 | 0.1 | 3 | -0.6 | -3 | -2 | 0 | -4 | 9 | -0.5 | 4
O=C(Nc1cccc(S(=O)(=O)N2CCOCC2)c1)c1ccccn1 | -1.2 | 4 | -0.5 | -3 | -5 | -1 | -13 | -8 | -0.3 | 1
Cc1nonc1C(=O)N/N=C/c1cccc(O)c1 | -1.0 | 3 | -0.3 | 1 | -2 | -10 | -4 | 3 | 0.6 | 4
Cc1ccc(Cn2ccc(NC(=O)c3cc(CC(C)C)on3)n2)cc1 | 2.5 | -7 | -0.1 | -2 | 1 | 5 | -14 | -5 | -0.3 | 1
C[C@@H]1CNC(=O)c2c(C(=O)NCC(=O)OC(C)(C)C)ncn21 | -2.3 | -5 | -0.3 | -1 | -1 | -2 | nt | -4 | -0.7 | 11
COCc1cccc(-c2csc(C(C)(O)c3ccc(OC)cc3)n2)c1 (stereo not drawn) | 0.0 | 5 | -0.3 | -1 | 0 | 0 | nt | 14 | 0.2 | -7
Cn1c(SCC(=O)N2CCCC2)nc2ccccc2c1=O | -2.2 | 1 | -0.3 | 1 | -3 | 2 | -7 | 9 | -0.5 | 2
COC(=O)N/N=C/c1cccs1 | -0.3 | 2 | -0.7 | -4 | -6 | -6 | -7 | 14 | 1.8 | 4
CC(C)C[C@@H](CNCC(=O)[C@H](C)NC(=O)c1[nH]cnc1C(=O)N[C@@H](C)CN)NC(=O)c1nc[nH]c1C(=O)N[C@@H](CC(=O)O)C(=O)O | -4.0 | 6 | 0.9 | 1 | -4 | 8 | -11 | 10 | -0.4 | 6
CC(=O)c1cn(C(=O)c2ccc(Cl)cc2)c2ccccc12 | -0.1 | 2 | -0.9 | 0 | -2 | -1 | -9 | 8 | -1.3 | 3
Nc1ccc(-c2cnc3ccccc3n2)cc1 | 0.9 | -7 | 0.1 | 1 | -2 | -38 | 0 | -9 | 1.6 | 4
COc1ccc2c3c(cccc13)OC2=O | -0.5 | 7 | -0.4 | 3 | -3 | -23 | -12 | -19 | 2.3 | 3
O=C(Nc1nnc(SCc2ccccc2)s1)C1=COCCO1 | 1.8 | -8 | -0.2 | 0 | -2 | 7 | 2 | 24* | 1.0 | -3
Cc1cc(C)c(/C=N/NC(N)=O)c(C)c1/C=N/NC(N)=O | 0.0 | 0 | -2.7 | -2 | -9 | -2 | -7 | 2 | -0.4 | 4
Cc1cc(C)c2[nH]c(=O)c(=O)[nH]c2c1 | -1.6 | -5 | -0.2 | 0 | -3 | -1 | -6 | -2 | 2.0 | -2
CC1=CCCC(C)(C)C1/C=C/C(C)=N/NC(=O)c1ccncc1 (stereo not drawn) | -1.2 | 4 | -0.1 | 2 | 3 | -3 | -2 | 5 | 2.0 | 0
O=C(COc1ccccc1)Nc1ccc(OC(F)(F)C(F)F)c(NC(=O)COc2ccccc2)c1 | 0.9 | 2 | 0.0 | 1 | 0 | 0 | -2 | -22 | -1.6 | 4
FC(F)(F)c1cc(C(F)(F)F)c2ccc(Oc3ccccc3)nc2n1 | 1.7 | -6 | -1.5 | -1 | -12 | -10 | -6 | 33* | 1.2 | 3
CCOC(=O)C1=CN(Cc2ccco2)S(=O)(=O)NC1c1cccc(OC)c1 (stereo not drawn) | 0.0 | 6 | 0.3 | -1 | 2 | 5 | -1 | 0 | -0.4 | 0
O=C(NCC(c1ccco1)N1CCc2ccccc2C1)c1ccccc1Br (stereo not drawn) | 1.5 | 14 | -0.4 | -1 | 0 | 0 | -7 | 0 | -0.6 | 2
c1csc(-c2ccn[nH]2)c1 | 0.6 | -1 | 0.0 | 1 | 0 | -4 | -8 | 0 | 0.4 | -3
O=C(/C=C/c1ccccc1Cl)N1CCOCC1 | -0.4 | 0 | -0.1 | -1 | -2 | 1 | -6 | 7 | 1.7 | 1
CCCCn1c(CCNC(=O)CCC)nc2ccccc21 | -0.7 | -5 | -0.5 | -1 | -6 | -3 | -1 | -6 | 0.8 | 1
O=C(/C=N/NC(=O)c1ccc(Cl)cc1Cl)c1ccccc1 | 1.0 | 5 | 1.0 | -1 | -2 | -28 | -4 | -4 | -1.3 | 3
COc1ccccc1C(=O)NC(=O)COC(=O)CCOc1ccc(C)cc1 | 1.2 | 13 | -0.5 | 0 | 2 | 8 | -8 | 2 | 0.9 | 5
Cc1ccc(S(=O)(=O)N/N=C/c2cccc(OC3CSC3)c2)cc1 | 1.8 | -6 | 0.6 | -4 | 0 | -2 | -8 | 5 | -0.2 | -4
OCC1(Cc2ccccc2F)CCCN(CC2CCCCC2)C1 (stereo not drawn) | -2.8 | -3 | -1.3 | -2 | -1 | 11 | -10 | 4 | 0.3 | 0
CN(CC(=O)NCCc1ccc(S(N)(=O)=O)cc1)CC(=O)Nc1cccc(F)c1 | 0.5 | 6 | 0.1 | -3 | -4 | 4 | -8 | -16 | 0.5 | 2
COc1ccc(NS(=O)(=O)c2cc(NC(=O)CNC(=O)c3ccc(C)s3)ccc2Cl)cc1 | 0.2 | 8 | 0.4 | -4 | -4 | 12 | -17 | -8 | 0.5 | -8
Cc1nc2ccccc2c2c(N)cccc12 | -0.8 | -12 | -0.3 | -2 | 0 | 2 | 2 | -5 | -1.3 | 2
O=C(Nc1ccc(Cl)cc1)C(Cl)C(=O)c1ccccc1 (stereo not drawn) | 0.8 | 14 | -0.2 | 18 | -6 | 3 | 49 | 11 | 0.8 | -3
CCOc1ncccc1C(=O)Nc1ccc2nc(C)sc2c1 | 0.8 | 10 | -1.3 | 1 | -13 | 2 | 7 | 10 | 0.7 | 6
O=C(c1cc([N+](=O)[O-])cc([N+](=O)[O-])c1)N(c1ccccn1)c1ccccn1 | -1.7 | -9 | -0.8 | -3 | -7 | -17 | -7 | 3 | -0.8 | 1
CCCC(=O)Nc1nnc(SCC(=O)N2CCCCC2)s1 | -1.0 | -6 | 0.4 | 3 | 2 | -2 | 4 | 2 | 0.1 | 24
COc1ccc(C2=NN(C)C(=NCc3ccccc3)SC2)cc1 | 0.2 | 5 | -0.3 | 2 | -2 | -8 | 2 | 4 | 0.2 | -6
NS(=O)(=O)c1cccc(NC(=O)CN2CCc3ccccc32)c1 | 1.4 | -1 | 9.2* | 2 | -4 | 2 | 3 | -12 | 1.2 | -13
COc1ccc(C2C(C#N)=C(N)N(c3sc4c(c3C#N)CCCC4)C3=C2C(=O)CC(C)(C)C3)cc1 (stereo not drawn) | 1.4 | -112 | -0.3 | -4 | -2 | -8 | -10 | -54 | nt | -5

Not a hit list, and some 4.3% of all compounds hit somewhere here.
